Screens deposited in PubChem BioAssay by The Scripps Research Institute Molecular Screening Center.
PAFAH1B3 FP inh – blocks human PAF acetylhydrolase 1B catalytic subunit 3; Q15102; recombinant PAFAH1B3, FP-rhodamine probe, fluorescence polarization; inhibition, % at 3.39 µM; 340,000 compounds, 0.28% hits; AID 492972;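 active = inhibition above the screen-wide average of all tested compounds plus 3 SD, cut at about 25% in these data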;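 note: 0% = enzyme with DMSO only and 100% = wells lacking PAFAH1B3 protein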
Target sequence (Q15102 whole entry, looked up): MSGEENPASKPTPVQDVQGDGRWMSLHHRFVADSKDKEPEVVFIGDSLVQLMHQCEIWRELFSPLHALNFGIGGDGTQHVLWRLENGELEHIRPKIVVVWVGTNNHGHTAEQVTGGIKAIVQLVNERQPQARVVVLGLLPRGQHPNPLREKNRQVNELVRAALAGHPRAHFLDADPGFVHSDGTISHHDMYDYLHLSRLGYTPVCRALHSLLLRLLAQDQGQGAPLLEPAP
PAFAH1B2 inh – inhibitors of human PAFAH1B2; P68402; recombinant PAFAH1B2, FP-rhodamine activity probe, fluorescence polarization; inhibition, % at 3.39 µM; 340,000 compounds, 1.2% hits; AID 492953;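 active = inhibition above the mean of all tested compounds plus 3 SD, cut at about 24% in these data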;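 note: 0% = enzyme with DMSO and 100% = wells lacking PAFAH1B2; many of its hits are not listed in these tables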
Target sequence (P68402 whole entry, looked up): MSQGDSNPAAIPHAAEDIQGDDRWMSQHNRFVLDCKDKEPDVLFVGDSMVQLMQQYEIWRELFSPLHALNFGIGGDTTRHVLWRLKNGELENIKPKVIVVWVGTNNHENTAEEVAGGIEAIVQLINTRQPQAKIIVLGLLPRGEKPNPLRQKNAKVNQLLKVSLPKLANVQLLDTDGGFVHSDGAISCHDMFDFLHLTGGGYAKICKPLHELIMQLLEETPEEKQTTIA
PAFAH2 inh – PAFAH2 (human) inhibition; inhibition, % at 3.39 µM; AID 492956; recombinant PAFAH2, FP-rhodamine activity probe, fluorescence polarization; 340,000 compounds, 0.99% hits; Q99487;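 active = inhibition above the mean over all tested compounds plus 3 SD, cut at about 30% in these data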;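 note: inhibitors block probe labeling of enzyme so polarization drops; 0% = enzyme with DMSO and 100% = wells lacking PAFAH2 protein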
* marks the source's active call; other numbers are inactive results. An excerpt, so the mix of outcomes need not match the whole.

SMILES	PAFAH1B3 FP inh	PAFAH2 inh	PAFAH1B2 inh
NNC(=O)Cn1nc(-c2ccccc2)c2ccccc2c1=O	-1	-4	5
COc1ccc(S(=O)(=O)N2CCCCCC2)cc1C(=O)N(C)CC(=O)Nc1cc(C)ccc1C	0	-1	4
CCOc1cccc2cc(C(=O)OCC(=O)Nc3c(C)cccc3CC)c(=O)oc12	8	16	4
CCOC(=O)C1=C(N)n2c(s/c(=C\c3cccnc3)c2=O)=C(C#N)C1c1cccnc1 (stereo not drawn)	2	9	0
Cc1oc2c(CN3CCCCC3C)c(O)ccc2c(=O)c1-c1ccc(Br)cc1 (stereo not drawn)	2	2	-5
COc1ccccc1C=Cc1ccnc2ccccc12	13	-5	5
Cc1c(C(=O)N/N=C/c2cccnc2)sc(N)c1C#N	8	-2	-2
NC(=O)Nc1n[nH]c(-c2ccccc2)n1	17	-3	6
CC1CCCN(S(=O)(=O)c2cccc3nonc23)C1 (stereo not drawn)	12	8	7
COc1ccccc1C=NNC(=O)NN=Cc1ccccc1OC	7	-9	2
O=C(CSc1nnc(CNc2ccc(F)cc2)n1CC1CCCO1)N1CCOCC1 (stereo not drawn)	5	4	0
CCn1cc(C(=O)NCCc2ccccc2C)c(=O)c2ccc(C)nc21	-3	-4	2
CCC(C(=O)NC1CCCC1)N(C(=O)Cn1nnc(-c2ccc(C)o2)n1)c1ccc(F)cc1 (stereo not drawn)	8	-11	-1
O=C1NC(=O)C(CSc2ccccc2)(c2ccccc2)N1 (stereo not drawn)	4	6	7
COc1ccc(CN2CCNC(=O)C2CC(=O)NC2CCC2)c(OC)c1 (stereo not drawn)	-3	-7	1
O=c1c(-c2ccc(Br)cc2)coc2c(CN3CCCCC3)c(O)ccc12	3	-17	-1
O=C(O)/C(=C\c1ccc(-c2ccc(F)cc2)o1)c1ccccc1	-4	1	-1
NC(=O)c1ccc(NC(=O)c2ccc(COc3ccccc3Br)cc2)cc1	3	-7	-1
COc1ccc(N2C(=O)CCC(C(=O)NCCN3CCOCC3)C2c2ccc(OC)c(OC)c2)cc1 (stereo not drawn)	-7	-4	-1
Cc1ccc(NC2CCCN(C(=O)c3ccc4nccnc4c3)C2)cc1C (stereo not drawn)	10	1	2
CCCN1C(=O)C2(OCCO2)c2cc(Cl)ccc21	5	4	-1
O=C1CCC[C@@H]2[C@H](Cc3ccccc3)[C@@H](O)C[C@@H]3CCN1[C@@H]32	-2	-2	1
C/C(=N/NS(=O)(=O)c1cc(C)ccc1C)c1ccc2c(c1)OCO2	8	3	3
COc1ccccc1CNc1nc(-c2cc(C)n(C)c2C)cs1	0	5	0
O=C(OCc1ccccc1)N(CCCCN(CCCNCc1ccccc1)C(=O)OCc1ccccc1)CCCNCc1ccccc1	7	3	6
Cc1nnc(NS(=O)(=O)c2ccc(F)cc2)s1	1	-1	4
COc1cc(Br)c(C2CC(=O)Nc3cc(OC)c(OC)cc32)cc1OC (stereo not drawn)	13	-2	1
CCOc1ccc(NC(=O)C(CC(=O)O)Cc2ccc(C)cc2)cc1 (stereo not drawn)	8	4	3
CCCCN(C(=O)Cc1ccc(S(=O)(=O)N2CCOCC2)s1)c1c(N)n(CC(C)C)c(=O)[nH]c1=O	-2	-3	1
COc1nnc(-c2ccc(C)cc2)c2ccccc12	4	5	-1

The last six records of the section above lead into the next.
SMILES	PAFAH1B3 FP inh	PAFAH2 inh	PAFAH1B2 inh
O=C(OCc1ccccc1)N(CCCCN(CCCNCc1ccccc1)C(=O)OCc1ccccc1)CCCNCc1ccccc1	7	3	6
Cc1nnc(NS(=O)(=O)c2ccc(F)cc2)s1	1	-1	4
COc1cc(Br)c(C2CC(=O)Nc3cc(OC)c(OC)cc32)cc1OC (stereo not drawn)	13	-2	1
CCOc1ccc(NC(=O)C(CC(=O)O)Cc2ccc(C)cc2)cc1 (stereo not drawn)	8	4	3
CCCCN(C(=O)Cc1ccc(S(=O)(=O)N2CCOCC2)s1)c1c(N)n(CC(C)C)c(=O)[nH]c1=O	-2	-3	1
COc1nnc(-c2ccc(C)cc2)c2ccccc12	4	5	-1
CN(C)CCNC(=O)c1cccc2[nH]c(-c3ccncc3)nc12	14	3	1
COc1ccc(-c2cc(C(F)(F)F)nc(N3CCN(c4ccc(F)cc4)CC3)n2)cc1OC	5	-2	6
Nc1ccn(C2CCCCO2)c(=O)n1 (stereo not drawn)	9	0	-2
CC(C)C[C@@H](CN)NC(=O)c1nc[nH]c1C(=O)N[C@@H](C)C(=O)CNC[C@H](CC(C)C)NC(=O)c1nc[nH]c1C(=O)N[C@@H](Cc1ccccc1)C(=O)O	5	-4	6
O=C(CC(=O)c1cccs1)c1ccncc1	12	6	5
CNC(=O)c1nnsc1S(=O)(=O)c1ccc(Cl)cc1	7	6	-1
COc1cc(C(=O)Nc2c(C(=O)O)[nH]c3ccc(C)cc23)cc(OC)c1OC	-2	7	22
COc1cccc(CN(C)C(=O)Cn2cc(C)c(=O)[nH]c2=O)c1	9	-4	5
COc1ccc(NC(=O)C(Cl)=C(Cl)Cl)cn1	5	-4	1
CCOC(=O)N1C2c3ccccc3C(c3ccccc32)N1C(=O)OCC	5	5	5
COc1cc(O)c(C(=O)CC(=O)c2ccncc2)c(OC)c1	7	16	9
O=C(Nc1ncccc1O)c1ccc(NS(=O)(=O)c2ccc3[nH]c(=O)[nH]c3c2)cc1	-3	0	7
Cc1cc(NC(=O)COc2ccc(C(C)(C)C)cc2)no1	6	-4	3
COc1ccc(C(=O)NC2CC2)cc1OC1CCN(Cc2ccccc2)CC1	-5	1	0
O=C(c1ccccc1)c1ccc(C(=O)O)c(C(=O)O)c1	1	-3	2
COc1ccccc1N(C)S(=O)(=O)c1ccc(C(=O)NNC(=O)c2ccccc2O)cc1	9	8	4
CCCC1(C2CCCC2)NC(=O)NC1=O (stereo not drawn)	11	14	8
O=C(CNC(=O)c1cccc(F)c1)N/N=C/c1cc(Br)ccc1OC(=O)/C=C/c1ccco1	8	0	7
Nc1ncnc(Nc2ccc(S(N)(=O)=O)cc2)n1	8	5	5
O=C(Nc1ccccc1N1CCCC1)c1cc(=O)[nH]c2ccccc12	3	-2	-1
Cc1ccc(/C([O-])=C(/C(=S)NCc2ccccc2)[n+]2cccc(CO)c2)cc1[N+](=O)[O-]	11	2	1
C/C=C/C=C(/NC(=O)c1ccccc1)C(=O)Nc1ccccc1	-3	1	1
O=C(C1=NNCC1c1ccccc1)C1CO1 (stereo not drawn)	-4	6	9
O=C1C=C(N2CCN(c3ccccn3)CC2)C(=O)c2c(O)ccc(O)c21	16	16	3
O=C(COC(=O)CN1C(=O)C2CCCCC2C1=O)Nc1cc(F)ccc1F (stereo not drawn)	7	8	7
CCOC(=O)N1C2C=CC(C2)N1C(=O)OCC	-2	-1	2
O=c1[nH]c(=O)n(C2CC(O)C(CO)O2)cc1I (stereo not drawn)	13	-3	5
COCCn1c(=O)[nH]c2cc(C(=O)N3CCN(Cc4ccc5c(c4)OCO5)CC3)ccc2c1=O	-5	-7	2
CC1(C)Cc2ccccc2C(COc2ccccc2)=N1	3	-4	3
Cc1ccc(-c2cc(C(=O)O)c3ccccc3n2)s1	11	-3	1
CC(=O)c1cccc(NC(=S)NC2CCCCCCC2)c1	2	-4	9
CCOC(=O)Cc1csc(NC(=O)CN2CCN(CC)CC2)n1	7	7	7
CC(C)(C)N(Cc1ccc2c(c1)OCO2)C(=O)/C=C\S(=O)c1ccccc1 (stereo not drawn)	6	-6	0
O=C(COC(=O)c1c2c(nc3ccccc13)/C(=C/c1ccco1)CC2)NC1CCCC1	18	36*	4
COC(=O)C1C2CCCCC1C(=O)O2 (stereo not drawn)	7	1	3
O=C([C@@H]1Cc2ccccc2CN1)N1CCN(Cc2ccccc2)CC1	8	-8	3
O=C(CCCCC(=O)OCC1COCO1)OCC1COCO1 (stereo not drawn)	8	5	1
Cc1cn(CC(=O)NCCN2CCOCC2)c(=O)[nH]c1=O	5	-3	5
Oc1ccc(-c2csc(Nc3ccc4c(c3)OCO4)n2)c(O)c1	17	19	21
CC(=O)c1ccc(N=Nc2ccc(C)cc2)cc1	2	-3	0
CC1(C)CCC(=O)C=C1Nc1ccc(F)c(Cl)c1	3	2	1
CC1CCCCN1CC(O)COCc1ccccc1 (stereo not drawn)	-3	-2	-4
CC(OC(=O)Cc1ccccc1F)C(=O)Nc1ccc(Cl)cn1 (stereo not drawn)	-6	-3	2
Cc1nnc2ccc(-c3ccc(NS(=O)(=O)c4ccccc4)cc3)nn12	8	0	4
OCCNc1nc(SCc2ccccc2)nc2sc3c(c12)CCC3	4	0	6
C=C1CC2(CC(c3ccccc3)OC(c3ccccc3)C2)OC1=O (stereo not drawn)	-1	5	0
CC(=O)c1c(C)oc2ccc(OCc3ccccc3)cc12	3	12	2
O=C(CNC(=O)c1ccc(Br)o1)Nc1ccc(N2CCCCCC2)cc1	7	6	11
COC(C[C@H]1O[C@@H]1[C@@H](O)[C@H](C)OCc1ccccc1)OC	10	3	1
Cc1c(C(=O)OCC(=O)NC2CC2)oc2ccc(Br)cc12	-7	9	-1
O=C1OCC2=C1C(c1ccc(F)cc1)c1cc3c(cc1N2)OCO3 (stereo not drawn)	8	-1	-2
COc1ccc2nc(NC(=O)C3CC(=O)N(c4ccc5c(c4)OCCO5)C3)sc2c1 (stereo not drawn)	1	5	0
O=C(O)c1ccc(NS(=O)(=O)c2ccc3c(c2)C2C=CCC2C(c2ccccc2F)N3)cc1 (stereo not drawn)	42*	41*	17
CCn1cc(C(=O)NN)c(=O)c2cc(F)c(N3CCCCC3)cc21	5	-1	0
O=C(O)CN1C(=O)/C(=C/c2ccc(SCc3ccccc3)o2)SC1=S	8	23	24
COc1ccc(S(=O)(=O)N2CCN(CC(=O)Nc3ccc(C)c(F)c3)CC2)cc1	1	1	2
CC(C)[C@H](NC(=O)c1ccc(Cl)cc1Cl)C(=O)OCc1nc2ccsc2c(=O)[nH]1	12	1	3
CCOC(=O)CC[C@H](NC(=O)Cn1cc(C)c(=O)[nH]c1=O)C(=O)OCC	6	-16	1
CCOC(=O)C1(C(=O)OCC)CCN(S(=O)(=O)c2ccccc2)CC1	2	1	9
Cc1nnc(Sc2cc(NCCCO)c([N+](=O)[O-])c3nonc23)s1	5	2	1

(list continues)
SMILES	PAFAH1B3 FP inh	PAFAH2 inh	PAFAH1B2 inh
COc1ccc(C(=O)N2CCN(c3ncnc4c(-c5ccccc5)nsc34)CC2)cc1	10	4	5
O=C(CNC(=O)c1ccccc1Br)Nc1cccc(S(=O)(=O)Nc2ccccc2Cl)c1	2	7	3
COC1=CC(=O)OC(C)(c2ccccc2)C1 (stereo not drawn)	5	5	2
Cn1c(=O)c2ncn(CC(=O)NCCOc3ccc(C(C)(C)C)cc3)c2n(C)c1=O	5	3	-4
CCOc1ccc2[nH]c(=O)c(CN(CCCN3CCOCC3)C(=O)Nc3ccc(F)cc3)cc2c1	-1	-2	1
O=C(O)C1(Nc2ccc([N+](=O)[O-])cc2[N+](=O)[O-])CCCC1	8	-1	-2
C=C(CN(C)C)C(=O)c1ccc2c(c1)OCO2	12	3	8
CC1CC(OC(=O)C2CCN(S(=O)(=O)c3ccc(F)cc3)CC2)C(=O)O1 (stereo not drawn)	5	-5	0
CCN(c1ccccc1)c1nc(Cl)nc2c1cnn2C	8	3	5
O=C(c1ccc(O)c(Br)c1)c1cc(Br)ccc1O	7	13	14
Cc1ccc(S(=O)(=O)N(C)C)cc1NC(=O)COC(=O)CCNS(=O)(=O)c1ccccc1	3	5	11
CN(C)C(=S)Nc1nc2ccccc2s1	18	-3	2
COc1ccc(-c2ccc3c(c2)C2CC3CCN2CCC#N)cc1 (stereo not drawn)	6	-4	0
O=[N+]([O-])c1ccc(N2CCOCC2)c([N+](=O)[O-])c1	0	-2	1
O=C(Nc1cccc(Cl)c1Cl)c1ccccc1NC(=O)C1CC=CCC1C(=O)O (stereo not drawn)	-6	-3	1
